# High-throughput results from PubChem BioAssay.
# ABHD5-PLIN5 inh: inhibitors of human ABHD5-perilipin-5 interaction; Q00G26+Q8WTS1; 0.78% of 360,000 active; Split G. princeps luciferase complementation, luminescence, 4 h; AID 602281; inhibition, % at 4 µM;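 active = inhibition above the mean inhibition across every tested compound plus 3 SD, cut at about 22% in these data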;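 also: 0% = DMSO only wells and the 100% control is not disclosed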
# ABCB6 inh 2: blocks the human ABCB6 transporter. K562-ABCB6 porphyrin accumulation, flow cytometry, 1 h; active compounds read low. 0.19% of 360,000 active. Q9NP58. AID 602162. fluorescence ratio to DMSO, % at 10 µM;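 active = fluorescence ratio to DMSO below 75%, the collection mean minus 3 SD; inconclusive = too few cells collected in the well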;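 also: signal is porphyrin accumulated inside mitochondria; 100% equals median channel fluorescence of DMSO control wells; lower ratio means ABCB6 inhibition with less porphyrin fluorescence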
# Target sequence (Q9NP58 whole entry, looked up): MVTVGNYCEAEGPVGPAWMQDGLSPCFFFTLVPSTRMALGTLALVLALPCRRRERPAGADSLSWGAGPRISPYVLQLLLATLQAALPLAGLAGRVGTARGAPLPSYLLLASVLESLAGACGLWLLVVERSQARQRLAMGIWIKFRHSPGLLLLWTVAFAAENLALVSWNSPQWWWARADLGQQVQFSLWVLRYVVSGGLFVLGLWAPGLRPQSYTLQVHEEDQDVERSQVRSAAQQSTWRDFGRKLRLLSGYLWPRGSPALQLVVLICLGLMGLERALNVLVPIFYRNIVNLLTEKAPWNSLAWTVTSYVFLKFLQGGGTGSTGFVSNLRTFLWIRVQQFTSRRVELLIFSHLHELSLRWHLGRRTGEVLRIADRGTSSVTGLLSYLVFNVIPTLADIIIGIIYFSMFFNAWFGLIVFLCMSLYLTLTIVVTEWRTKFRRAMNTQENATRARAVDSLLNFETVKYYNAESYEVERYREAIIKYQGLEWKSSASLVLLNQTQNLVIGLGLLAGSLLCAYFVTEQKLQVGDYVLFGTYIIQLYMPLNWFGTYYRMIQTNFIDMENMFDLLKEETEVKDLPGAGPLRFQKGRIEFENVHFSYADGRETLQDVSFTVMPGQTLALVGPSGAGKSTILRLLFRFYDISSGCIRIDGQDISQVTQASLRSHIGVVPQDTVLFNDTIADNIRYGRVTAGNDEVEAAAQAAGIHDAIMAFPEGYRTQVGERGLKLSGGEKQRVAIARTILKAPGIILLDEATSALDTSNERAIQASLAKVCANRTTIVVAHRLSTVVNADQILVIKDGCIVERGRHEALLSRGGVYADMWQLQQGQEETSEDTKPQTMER
# Glyco luc inh: N-linked glycosylation inhibition | reporter increase, % at 12.5 µM | D54 ERlucT glycosylation luciferase reporter, 24 h; percent of 100 nM tunicamycin response | AID 588692 | 0.23% of 360,000 active;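 active = mean luciferase reporter signal, scaled so untreated is 0 and the glycosylation-blocking control 100, at or above a set limit in every replicate; inconclusive = mean reaches the limit but not every replicate does; inactive = mean below the limit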;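 also: luciferase carries N-glycosylation sites so blocking glycosylation raises the light; 0% = median of neutral control wells and 100% = median of 100 nM tunicamycin wells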
# MC4R antagonist: antagonists of human melanocortin 4 receptor (MC4R); P32245; MC4R-expressing cells, MTII-stimulated cAMP, LANCE TR-FRET; inhibition, % at 6.5 µM; 0.48% of 360,000 active; AID 540295;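 active = inhibition above its plate's cutoff, the mean of tested wells on that plate plus 3 SD, cut at about 29% in these data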;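 also: 0% = Melanotan II alone and 100% = Melanotan II plus saturating MCL0020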
#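 system = U2OS cells with stable human MC4R expression | also added = Melanotan II challenge after compound preincubation | dosing = one concentration, 6.5 µM nominal | incubation = compound 30 min, challenge 1 h, detection 1 h | measured by = TR-FRET with Eu-cAMP and labeled anti-cAMP, 671 nm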
# H9c2 protect: protects H9c2 cardiomyocytes from peroxide injury; protection from H2O2 cell death, % at 20 µM; H2O2 injury protection, ATPLite, 2 h; 0.63% of 360,000 active;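 active = compounds giving at least 50% protection of heart cells from peroxide-induced death in the single-dose screen, raw or plate-pattern-corrected value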;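 also: 0% = DMSO wells with peroxide and 100% = DMSO wells without peroxide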
# Exocytosis inh: blocks lytic granule exocytosis; 0.66% of 360,000 active; TALL-104 LAMP-1 surface exposure, flow cytometry; cells stimulated with thapsigargin and PMA; AID 651702; inhibition, % at 10 µM;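 active = inhibition above about 55%, limit read from the data; inconclusive = no clear call, values can overlap the other calls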
# MC4R ag barr: human MC4R agonism via beta-arrestin | P32245 | U2OS MC4R beta-arrestin complementation, luminescence; percent of melanotan II response, DMSO zero | activation, % at 8.9 µM | 0.98% of 360,000 active | AID 540308;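 active = activation above a per-plate cutoff, the mean activation of sample wells on that plate plus 3 SD, cut at about 8% in these data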
# HTR2A ag: mouse HTR2A agonism via beta-arrestin recruitment. AID 624169. activation, % at 7.6 µM. 0.66% of 360,000 active. CHO-K1 mHTR2A beta-arrestin complementation, luminescence; percent of 30 µM serotonin response;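 active = activation above a run cutoff, the mean activation of all tested compounds plus 3 SD, cut at about 14% in these data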;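 also: 0% = plate median of compound wells and 100% = 30 µM serotonin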
# PDI turbidity: blocks human protein disulfide isomerase activity | 0.052% of 350,000 active | P07237 | inhibition, % at 10 µM | PDI insulin aggregation turbidity, A650, 90 min;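 active = mean inhibition across replicates of 30% or more, whatever share of single replicates reach that level; inconclusive = mean inhibition below 30% while every single replicate reaches 30%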;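 also: absorbance from insulin aggregation driven by PDI reduction with DTT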
# CaV13 FRET inh: Disruptors of the CACNA1D IQ motif to Ca2+-dependent inactivation inhibitor domain association, primary screening, Förster resonance energy transfer in intact living …; HEK cells, CFP/YFP FRET ICDI-IQ, plate reader, 10 min; percent FRET-ratio fall versus neutral wells; inhibition, % at 12.3 µM; 0.098% of 340,000 active; AID 743397;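 active = mean replicate inhibition of at least 30% and at least 1% of replicates passing that level; inconclusive = only one of the two criteria is met; inactive = neither criterion is met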;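 also: 0% = median of the neutral control wells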
# The depositor's hits bear a star; ? = inconclusive; nt = not tested or not shown.
SMILES,ABHD5-PLIN5 inh,ABCB6 inh 2,Glyco luc inh,MC4R antagonist,H9c2 protect,Exocytosis inh,MC4R ag barr,HTR2A ag,PDI turbidity,CaV13 FRET inh
COc1cc(C(CC(=O)N2CCOCC2)c2c(OC)cc(OC)c3ccc(=O)oc23)cc(OC)c1OC (configuration not stated),-1,98,1,11,-2,-11,1.2,0,2,-11
COc1ccc(-c2nnc3sc(-c4ccccc4OC)nn23)cc1,0,100,1,5,6,-2,-0.9,-1,-3,-6
COc1ccc(Cl)cc1NC(=O)Cn1c(NCCO)nc2ccccc21,4,92,3,-6,-3,-1,-1.0,-1,2,-2
O=C(CCN1C(=O)/C(=C/c2ccc3c(c2)OCO3)SC1=S)Nc1ccccc1,-2,104,-2,13,-6,-3,-2.1,2,3,-2
CCOC(=O)[C@]12CCC=C1N(Cc1ccc3c(c1)OCO3)C(=O)[C@H](CC(=O)NCCc1ccccc1OC)C2,2,92,nt,nt,nt,-5,nt,1,nt,-7
COc1ccc(C=O)cc1OC(=O)C1(C)Cc2ccccc2C(=O)O1 (configuration not stated),-2,97,1,4,-6,-3,-1.7,0,-2,-15
Cc1cccc[n+]1CC(=O)c1ccc(NC(=O)c2ccccc2)cc1,1,103,2,9,3,-5,-1.1,5,6,-5
O=C(O)CCCCCCNS(=O)(=O)c1ccccc1,-7,99,2,-1,-2,47,-0.4,3,0,-5
COC(=O)c1cn(NC(=O)/C=C/c2cc(OC)ccc2OC)c(=O)c2ccccc12,5,91,4,-5,7,2,-1.4,4,8,-5
COc1ccc(OCc2cc(C(=O)N(C)Cc3nnc(C)o3)no2)c(Cl)c1,7,106,0,0,-4,-2,-2.0,-3,-10,-3
O=C(c1ccc2c(c1)N(Cc1ccccc1)C(=O)c1ccccc1S2)N1CCCC1,5,99,-3,2,-5,-2,-0.9,4,15,-8
CCCCN(CC)S(=O)(=O)c1ccccc1,2,89,-1,1,-7,3,0.6,0,2,-5
O=C(Nc1ccc(C(F)(F)F)cc1)c1ccccc1Br,-4,92,-3,-5,-16,-1,-2.4,0,-7,-5
Cc1ccc2nc3cc([N+](=O)[O-])cc([N+](=O)[O-])c3cc2c1,39*,110,-5,-2,-26,63*,-0.6,1,1,-8
CNC(=S)NNC(=O)c1ccccc1Br,-7,105,0,-4,2,-2,0.2,-2,-5,-5
CC(C)(C)c1ccc2c(c1)N(CC(=O)N1CCCC1)C(=O)CO2,-6,94,2,5,7,-7,2.8,7,6,-4
O=C(CCNC(=O)c1ccc(Br)cc1)NCC(c1ccco1)N1CCCCC1 (configuration not stated),5,91,1,-4,-7,1,-2.4,-2,-1,-2
CCc1nnc(NC(=O)CSc2ncc(-c3ccccc3)n2C)s1,3,100,-1,7,1,-3,0.4,-1,-2,-3
CC(C)[C@@H]1Cc2[nH]n(C)c(=O)c2[C@H](c2ccc(Cl)cc2)O1,-2,96,nt,nt,nt,-3,nt,2,nt,-6
O=C(CNC(=S)N(CCCN1CCOCC1)Cc1cccs1)NCc1ccc(Cl)cc1,10,97,-1,1,2,1,-2.0,-6,-19,-5
CCOC(=O)c1ccc(NC(=O)NCc2c(C)nn(CC)c2C)cc1,3,98,0,13,-15,1,2.6,-3,6,-3
CCOC(=O)C1CCN(S(=O)(=O)Cc2ccccc2)CC1,-3,103,16,7,2,-2,-1.0,-1,-2,-10
O=C1NC[C@H](Cc2ccccc2)N(C[C@H]2CCCN2C[C@H](Cc2ccccc2)N2C[C@H](Cc3ccccc3)N(CCc3ccccc3)C(=O)C2=O)C1=O,15,98,1,23,23,21,2.0,3,-2,-8
Cc1ccccc1N1CCN(C2CCCN(C(=O)CCc3c(C)noc3C)C2)CC1 (configuration not stated),8,97,-3,3,0,-2,0.4,4,7,-6
Cc1cc(C)c(NC(=O)COC(=O)/C=C/c2cccc(C(F)(F)F)c2)c(C)c1,2,100,3,8,3,0,-1.0,3,-8,-3
SMILES,ABHD5-PLIN5 inh,ABCB6 inh 2,Glyco luc inh,MC4R antagonist,H9c2 protect,Exocytosis inh,MC4R ag barr,HTR2A ag,PDI turbidity,CaV13 FRET inh
Cc1cccc(C(=O)OCC(=O)Nc2ccc3c(c2)OCCO3)c1O,-1,94,0,5,-7,3,0.3,-3,6,-2
COc1ccc(CC(=O)Nc2ccc(N3CCOCC3)cc2)cc1OC,-1,93,-1,6,-4,-5,9.6*,2,-1,-14
N#C/C(=N\Nc1ccc(Br)cc1)C(=N)N1CCOCC1,3,101,-1,5,-4,-4,-2.5,-6,1,-2
Cn1c(C(C#N)/C(=N\S(=O)(=O)c2cccs2)c2ccccc2)nc2ccccc21 (configuration not stated),-2,97,-1,0,2,7,-0.3,10,-1,-8
Cc1ccc([C@@H]2C[C@H]3[C@@H](CN2S(=O)(=O)c2ccc(C)cc2)C(=O)C[C@@H](c2ccccc2F)N3S(=O)(=O)c2ccc(C)cc2)cc1,13,94,-4,nt,-1,-2,nt,10,nt,-6
Cc1ccc(OCc2n[nH]c(=S)n2-c2ccc(Cl)cc2)cc1,-9,97,1,0,-2,-10,-0.9,4,1,-20
COc1ccccc1CNC(=O)CN1C(=O)NC(C)(c2ccc(C(C)(C)C)cc2)C1=O (configuration not stated),-1,98,-2,-2,2,-4,-0.6,-5,4,-18
OC12CCCCC1C(c1ccc3c(c1)OCO3)N(Cc1cccc(F)c1)CC2 (configuration not stated),1,103,3,2,-18,2,1.0,2,1,nt
Cc1ccc(Cn2nnc3c(=O)n(Cc4ccccc4C)cnc32)cc1,1,91,-3,7,-2,1,0.2,4,nt,-10
COc1ccc(Br)c(C(=O)OCC(=O)Nc2cc(C)on2)c1,8,94,3,11,5,2,-1.1,0,-1,-10
O=C(NC1CCN(S(=O)(=O)c2cccc(F)c2)CC1)c1ccc(F)cc1,-6,99,3,0,12,4,0.3,4,0,-5
COc1ccc(-c2csc(=Nc3ccccc3)n2CCO)cc1,-8,93,-4,-5,-10,-1,-0.6,0,-4,-5
CCOc1cc(/C=N/NC(=O)CCn2nnc3ccccc32)ccc1O,6,95,-1,18,2,-4,0.1,2,-2,-3
CC(=O)N1CCN(c2ccc(NC(=O)c3ccc(C(C)(C)C)cc3)cc2)CC1,4,98,-7,5,10,1,-0.7,6,-11,-7
CN(CCCNC(=O)C1CCC(=O)N1Cc1ccc(F)cc1)c1ccccc1 (configuration not stated),-3,97,1,6,0,2,1.6,-7,-5,-8
CCOC(=O)c1sc(NC(=O)C2CCCCC2)nc1C,-9,104,1,5,1,-3,0.0,-6,-4,-4
CN(c1ccc(C(=O)N2CCCCC2)cc1)S(=O)(=O)c1cccs1,-4,97,1,3,-11,0,-0.4,5,-12,-2
O=C(C1CCN(S(=O)(=O)c2cccc3cccnc23)CC1)N1CCN(c2ccccc2)CC1,-1,95,-1,-1,2,0,-0.8,-1,9,-8
CCC(C(=O)NCc1ccc(F)cc1)n1nc(C)n2c(cc3occc32)c1=O (configuration not stated),1,100,2,5,-8,0,-4.1,-1,4,-5
O=C(c1ccc(Cl)s1)N1CCOCC1,-6,94,-3,3,1,-4,-1.9,2,6,-4
CCN1CCN(S(=O)(=O)c2ccc3ccccc3c2)CC1,-1,102,0,1,-3,-2,-2.3,-4,2,-8
COc1ccc(OC)c(CNC(=O)CCN2C(=O)COc3ccccc32)c1,2,104,1,-6,5,-1,-1.5,0,1,nt
CN(C)C(=O)c1coc2nc3ccccc3nc12,-2,100,0,1,1,1,-0.5,6,-3,-22
COc1ccc(NC(=O)[C@H](Cc2c[nH]c3ccccc23)NC(=O)[C@@H]2Cc3ccccc3CN2)cc1,0,100,-14,2,-2,-7,-0.8,-2,nt,nt
COc1ccc(-c2cc(C(=O)O)sc2C)cc1,-2,106,0,1,7,7,-2.5,1,3,-1
SMILES,ABHD5-PLIN5 inh,ABCB6 inh 2,Glyco luc inh,MC4R antagonist,H9c2 protect,Exocytosis inh,MC4R ag barr,HTR2A ag,PDI turbidity,CaV13 FRET inh
Cc1ccc(S(=O)(=O)N(CC(=O)N2CCOCC2)c2ccccc2F)cc1,-14,97,-1,-4,0,-5,0.5,-5,7,-3
COc1cccc2cc(-c3nnc(SCC(=O)Nc4ccc(NC(C)=O)cc4)n3C)oc12,-10,99,-1,-10,32,9,-1.1,11,-6,-5
N#CCC(=O)N/N=C/c1ccccc1Cl,0,97,0,4,-1,4,2.0,-3,17,-5
CCCS/C(N)=N/N=C/c1cc(C)ccc1O,4,96,-4,0,-24,2,0.1,1,-4,nt
CC1(C)CC(=O)C(C=Nc2ccc(Cl)cn2)=C(O)C1,4,94,2,1,-2,1,-0.9,4,-5,-5
O=C(COC(=O)c1nc(Cl)ccc1Cl)Nc1ccccc1OC(F)F,3,99,-1,-5,16,-3,1.6,5,-6,-6
Cc1cc(C(=O)NNC(=S)NC2CCCCC2)cs1,3,101,1,2,-8,-5,-1.9,7,-5,nt
CC1CCCCN1CC(O)COCCC12CC3CC(CC(C3)C1)C2 (configuration not stated),18,94,1,4,-7,5,6.3,-1,2,-5
O=C(CCN1CCOCC1)NNC(=O)Nc1cccc([N+](=O)[O-])c1,1,99,0,0,7,8,-2.7,3,7,-3
CCN(CC)C(=O)[C@H]1CC(CC(=O)NCc2ccco2)C(=O)N2CCc3c([nH]c4ccc(OC)cc34)[C@]12C (some centres not stated),2,102,20,-4,1,1,-1.3,5,-4,nt
O=C(NCCCc1ccncc1)C1CCC(=O)N(Cc2cccc(C(F)(F)F)c2)C1 (configuration not stated),-5,94,0,4,2,2,-1.8,-3,-5,-7
Cc1c(P(=O)(c2ccccc2)c2ccccc2)c2ccccc2n1C,12,104,-1,4,-5,11,-0.6,1,4,-10
CCOc1ccc(C(=O)NCc2ccco2)cc1Cl,1,110,0,12,-2,-11,1.1,2,-7,-6
COc1ccc(NC(=O)CN(C)C(=O)C2=COCCO2)cc1,-9,96,3,8,1,6,-0.5,5,5,-6
CCC1(c2ccc(F)cc2)NC(=O)NC1=O (configuration not stated),1,93,4,6,-2,-21,-1.6,7,12,-4
C=CCNc1nc(C(=O)OCC(=O)c2ccc(OC)cc2OC)cs1,-10,99,2,1,3,-1,-1.1,0,-6,-2
CCCCCCCCOC(=O)c1cc([N+](=O)[O-])c(Sc2ncnc3nc[nH]c23)c([N+](=O)[O-])c1,28*,97,?,21,-21,-5,7.7,10,7,-6
O=C(COC(=O)Cc1ccc(Cl)cc1)NCc1ccc(F)cc1,-4,92,4,-4,4,-8,-0.9,8,-3,-2
COc1cccc(-c2nc(N3CCC(C)CC3)c3ccccc3n2)c1O,0,91,-2,12,-17,30,0.6,1,-5,-3
Cc1ccnc(N/N=C/c2ccccc2)n1,-5,98,-10,5,-7,2,-0.1,0,8,-2
N#Cc1nc(-c2ccccc2)oc1NCCCn1ccnc1,7,98,2,3,5,-2,-1.2,1,1,-5
COc1ccc(S(=O)(=O)N/N=C(/C)c2ccco2)cc1,5,98,0,2,1,1,1.0,2,-6,nt
